T cruzi intra: inhibitors of intracellular Trypanosoma cruzi, primary screen, cell-based, plate reader, single point, set 2; activity score (inhibition), % at 5.01 µM; 22,000 tested, 4.9% active; intracellular Trypanosoma cruzi in host cells; in the data active means activity score above about 55%;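 further: parasites and compound incubated about four days before reading; 0% = median of neutral control wells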
INS-1E ATP HTS: protection of INS-1E cells from cytokine death, primary screen, ATP luminescence, single point | INS-1E cytokine-induced death, 48 h; normalised: neutral wells 0, positive control 100 | protection from cytokine-induced ATP loss, % at 10 µM | 20,000 tested, 0.1% active;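 active means mean replicate protection from cytokine-induced ATP loss at least 50% and at least 75% of replicates each reaching 50%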
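assay system = INS-1E rat insulinoma cells | amount = 8000 cells per well | medium = phenol-red-free RPMI with 5% fetal bovine serum | doses = one compound concentration, pin transfer | timing = 48 h cytokine plus compound treatment, 10 min reagent incubation | also added = IL-1β, TNF-α and IFN-γ cytokine mix | signal = CellTiter-Glo luminescence measuring cellular ATP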
The depositor's hits bear a star; / = not tested or not shown.

Start of the listing, in advance, 4 compounds:
SMILES	T cruzi intra	INS-1E ATP HTS
Cc1noc(C)c1S(=O)(=O)Nc1cccc2c1O[C@H](CN(C)C(=O)Nc1ccc(C(F)(F)F)cc1)[C@H](C)CN([C@H](C)CO)C2=O	17.6	-14.2
Cc1ccc(S(=O)(=O)Nc2ccc3c(c2)CC(=O)N([C@@H](C)CO)C[C@H](C)[C@H](CN(C)Cc2ccc(Oc4ccccc4)cc2)O3)cc1	16.6	-35.9
C[C@@H]1CN([C@@H](C)CO)C(=O)c2cc(NC(=O)NC3CCCCC3)ccc2O[C@@H]1CN(C)C(=O)NC1CCCCC1	1.9	2.2
C[C@H](CO)N1C[C@H](C)[C@H](CN(C)Cc2ccc(Cl)c(Cl)c2)Oc2c(NC(=O)c3nc4ccccc4s3)cccc2C1=O	60.5*	-40.8

The whole of this part, from the first entry:
SMILES	T cruzi intra	INS-1E ATP HTS
Cc1noc(C)c1S(=O)(=O)Nc1cccc2c1O[C@H](CN(C)C(=O)Nc1ccc(C(F)(F)F)cc1)[C@H](C)CN([C@H](C)CO)C2=O	17.6	-14.2
Cc1ccc(S(=O)(=O)Nc2ccc3c(c2)CC(=O)N([C@@H](C)CO)C[C@H](C)[C@H](CN(C)Cc2ccc(Oc4ccccc4)cc2)O3)cc1	16.6	-35.9
C[C@@H]1CN([C@@H](C)CO)C(=O)c2cc(NC(=O)NC3CCCCC3)ccc2O[C@@H]1CN(C)C(=O)NC1CCCCC1	1.9	2.2
C[C@H](CO)N1C[C@H](C)[C@H](CN(C)Cc2ccc(Cl)c(Cl)c2)Oc2c(NC(=O)c3nc4ccccc4s3)cccc2C1=O	60.5*	-40.8
COc1ccc(NC(=O)Nc2cccc3c2O[C@H](CN(C)S(=O)(=O)c2ccccc2)[C@H](C)CN([C@@H](C)CO)C3=O)cc1	3.2	-0.5
C[C@@H]1CN([C@@H](C)CO)C(=O)c2cccc(NS(=O)(=O)c3cccs3)c2O[C@H]1CN(C)S(=O)(=O)c1ccccc1	5.7	3.5
COC(=O)CCCCCCC(=O)N/N=C/c1cc(Br)cc(Br)c1O	62.0*	13.8
C[C@@H]1CN([C@H](C)CO)C(=O)c2cccc(NC(=O)Nc3ccccc3)c2O[C@H]1CN(C)Cc1ccc(C(F)(F)F)cc1	33.1	-18.1
C[C@@H]1CN([C@H](C)CO)C(=O)c2cc(NC(=O)CCN3CCOCC3)ccc2O[C@H]1CN(C)Cc1ccc(C(F)(F)F)cc1	9.9	3.3
Cc1noc(C)c1S(=O)(=O)N(C)C[C@H]1OCCCC[C@@H](C)Oc2ccc(NS(=O)(=O)c3ccc(F)cc3)cc2C(=O)N([C@H](C)CO)C[C@@H]1C	13.0	1.0
C[C@H](CO)N1C[C@H](C)[C@@H](CN(C)Cc2ccc3c(c2)OCO3)Oc2ccc(NC(=O)Cc3ccccc3)cc2C1=O	35.4	-2.9
Cc1noc(C)c1NC(=O)Nc1ccc2c(c1)C(=O)N([C@H](C)CO)C[C@@H](C)[C@H](CN(C)C)O2	-1.8	1.4
C[C@H]1CN([C@@H](C)CO)C(=O)Cc2cc(NS(C)(=O)=O)ccc2O[C@@H]1CN(C)Cc1ccc(Cl)c(Cl)c1	63.6*	3.0
Cc1ccc(S(=O)(=O)Nc2ccc3c(c2)C(=O)N([C@H](C)CO)C[C@@H](C)[C@H](CN(C)S(C)(=O)=O)O3)cc1	-6.1	3.5
C[C@@H]1CN([C@H](C)CO)C(=O)Cc2cc(NC(=O)C3CCCCC3)ccc2O[C@H]1CN(C)S(=O)(=O)c1cn(C)cn1	-29.6	12.9
C[C@H]1CN([C@@H](C)CO)C(=O)Cc2cc(NS(=O)(=O)c3cccs3)ccc2O[C@@H]1CN(C)Cc1ccc(-c2ccccc2)cc1	56.3*	-15.2
COc1ccc(NC(=O)Nc2ccc3c(c2)C(=O)N([C@@H](C)CO)C[C@H](C)[C@H](CN(C)Cc2ccc(C(=O)Nc4ccccc4N)cc2)O3)cc1	20.8	1.9
C[C@H]1CN([C@@H](C)CO)C(=O)c2cc(NC(=O)Nc3ccccc3)ccc2O[C@H]1CN(C)Cc1ccc(Oc2ccccc2)cc1	1.6	-4.9
C[C@@H]1CN([C@H](C)CO)C(=O)c2cc(NC(=O)Nc3ccc(F)cc3)ccc2O[C@@H]1CN(C)CC1CCCCC1	-15.2	0.8
C[C@H]1CN([C@@H](C)CO)C(=O)c2cccc(NC(=O)NC3CCCCC3)c2O[C@H]1CN(C)Cc1ccccc1	-42.6	-13.3
C[C@H]1CN([C@@H](C)CO)C(=O)Cc2cc(NC(=O)Nc3ccc(F)cc3)ccc2O[C@@H]1CN(C)Cc1ccc(C(F)(F)F)cc1	83.8*	-54.9
C[C@@H]1CN([C@@H](C)CO)C(=O)c2cc(NC(=O)C3CCCCC3)ccc2O[C@@H]1CN(C)Cc1ccc(C(=O)Nc2ccccc2N)cc1	-0.5	15.5
C[C@H]1CN([C@@H](C)CO)C(=O)Cc2cc(NS(=O)(=O)c3ccc(F)cc3)ccc2O[C@H]1CN(C)C(=O)Nc1ccccc1	-38.1	8.2
C[C@@H]1CN([C@@H](C)CO)C(=O)c2cccc(NS(=O)(=O)c3cn(C)cn3)c2O[C@H]1CN(C)Cc1ccncc1	-21.1	-2.1
C[C@@H]1CCCCO[C@H](CN(C)C(=O)NC2CCCCC2)[C@@H](C)CN([C@H](C)CO)C(=O)c2cc(NS(C)(=O)=O)ccc2O1	-9.2	13.9
C[C@@H]1CN([C@H](C)CO)C(=O)c2cccc(NS(=O)(=O)c3ccc(F)cc3)c2O[C@@H]1CN(C)C	-21.6	5.6
C[C@@H]1CN([C@H](C)CO)C(=O)CCCn2nncc2CO[C@@H]1CN(C)CC1CCCCC1	-0.7	/
Cc1noc(C)c1S(=O)(=O)Nc1ccc2c(c1)C(=O)N([C@@H](C)CO)C[C@@H](C)[C@@H](CN(C)C(=O)NC(C)C)O2	-7.3	-3.9
C[C@@H]1CN([C@@H](C)CO)C(=O)c2cc(NC(=O)CCCN(C)C)ccc2O[C@H]1CN(C)C(=O)Nc1cccc2ccccc12	-14.6	3.4
C[C@@H]1CN([C@H](C)CO)C(=O)Cc2cc(NC(=O)c3ccncc3)ccc2O[C@H]1CN(C)C(=O)Nc1ccc2c(c1)OCO2	-20.0	6.8
COc1cc(O)cc(OC)c1/C=N/NC(=O)c1ccccc1O	-3.5	-41.0
O=C(N/N=C/c1cn(Cc2ccccc2)c2ccccc12)c1ccccn1	-12.3	-4.6
C[C@@H]1CN([C@@H](C)CO)C(=O)CCCn2nncc2CO[C@@H]1CN(C)S(=O)(=O)c1ccc2c(c1)OCCCO2	-2.3	/
CC(C)NC(=O)N(C)C[C@H]1Oc2ccc(NS(C)(=O)=O)cc2CC(=O)N([C@@H](C)CO)C[C@H]1C	-20.6	2.2
C[C@@H]1CCCCO[C@@H](CN(C)C)[C@@H](C)CN([C@H](C)CO)C(=O)c2cc(NS(C)(=O)=O)ccc2O1	-10.2	0.3
C[C@H]1CN([C@@H](C)CO)C(=O)Cc2cc(NC(=O)Cc3ccccc3)ccc2O[C@H]1CN(C)C(=O)Nc1ccc2c(c1)OCO2	-2.9	1.7
C[C@H]1CN([C@@H](C)CO)C(=O)Cc2cc(NS(=O)(=O)c3ccccc3)ccc2O[C@H]1CN(C)Cc1ccncc1	-11.3	2.6
C[C@@H]1CN([C@H](C)CO)C(=O)Cc2cc(NS(=O)(=O)c3ccccc3)ccc2O[C@@H]1CN(C)Cc1ccc(Oc2ccccc2)cc1	71.0*	-23.5
C[C@@H]1CN([C@H](C)CO)C(=O)c2cccc(NC(=O)C3CCCCC3)c2O[C@@H]1CN(C)Cc1ccc(C(=O)O)cc1	-34.8	6.9
C[C@H]1CN([C@@H](C)CO)C(=O)c2cc(NC(=O)C3CC3)ccc2O[C@@H]1CN(C)Cc1ccc(Oc2ccccc2)cc1	11.1	-7.6
C[C@@H]1CN([C@@H](C)CO)C(=O)c2cc(NC(=O)Nc3ccccc3)ccc2O[C@H]1CN(C)Cc1ccc(Oc2ccccc2)cc1	-32.2	-32.3
C[C@H](CO)N1C[C@H](C)[C@H](CN(C)Cc2ccc(Cl)c(Cl)c2)Oc2ccc(NC(=O)CCCN(C)C)cc2C1=O	-26.4	-0.5
CNC[C@H]1Oc2c(NC(=O)Nc3c(C)noc3C)cccc2C(=O)N([C@@H](C)CO)C[C@H]1C	-7.2	1.3
C[C@@H]1CN([C@H](C)CO)C(=O)Cc2cc(NC(=O)Nc3ccc(C(F)(F)F)cc3)ccc2O[C@@H]1CN(C)Cc1ccncc1	64.9*	2.0
C[C@@H]1CN([C@H](C)CO)C(=O)c2cccc(NC(=O)c3cnccn3)c2O[C@@H]1CN(C)Cc1ccncc1	-11.1	3.3
C[C@@H]1CN([C@H](C)CO)C(=O)c2cccc(NC(=O)c3ccc(-c4nccs4)cc3)c2O[C@H]1CN(C)Cc1ccc(C(=O)Nc2ccccc2N)cc1	43.8	2.7
C[C@@H]1CN([C@@H](C)CO)C(=O)c2cc(NC(=O)C3CCCCC3)ccc2O[C@H]1CN(C)Cc1ccc(C(F)(F)F)cc1	14.2	-11.7
C[C@H]1CN([C@@H](C)CO)C(=O)Cc2cc(NC(=O)CCN3CCOCC3)ccc2O[C@H]1CN(C)S(=O)(=O)c1ccc(F)cc1	13.2	4.6
C[C@H](CO)N1C[C@H](C)[C@H](CN(C)S(=O)(=O)c2cccc(F)c2)Oc2ncc(-c3cccc(F)c3)cc2C1=O	33.5	/
C[C@H]1CN([C@@H](C)CO)C(=O)CCCn2nncc2CO[C@@H]1CN(C)S(=O)(=O)c1ccc2c(c1)OCCCO2	-9.5	1.4
CNC[C@@H]1Oc2c(NC(=O)Nc3ccc(F)cc3)cccc2C(=O)N([C@@H](C)CO)C[C@H]1C	-55.2	3.4
COc1ccc(CN(C)C[C@H]2Oc3ccc(NC(=O)Cc4cn(C)c5ccccc45)cc3C(=O)N([C@H](C)CO)C[C@@H]2C)cc1	5.6	-5.6
C[C@H]1CN([C@@H](C)CO)C(=O)c2cc(NC(=O)CCC(F)(F)F)ccc2O[C@@H]1CN(C)S(=O)(=O)c1ccccc1	5.0	-0.2
C[C@H](CO)N1C[C@H](C)[C@H](CN(C)C(=O)Nc2ccc(C(F)(F)F)cc2)Oc2ccc(NC(=O)CCCCCC(=O)Nc3ccccc3N)cc2C1=O	-11.2	-3.2
C[C@@H]1CN([C@@H](C)CO)C(=O)c2cc(NC(=O)Nc3ccc(C(F)(F)F)cc3)ccc2O[C@@H]1CN(C)Cc1ccc(C(=O)O)cc1	7.0	1.0
COc1ccc(NC(=O)N(C)C[C@H]2Oc3ccc(NC(=O)NC(C)C)cc3C(=O)N([C@H](C)CO)C[C@@H]2C)cc1	-2.0	-1.2
C[C@@H]1CN([C@H](C)CO)C(=O)c2cccc(NC(=O)c3nc4ccccc4s3)c2O[C@H]1CN(C)C	0.5	-3.8
C[C@@H]1CN([C@@H](C)CO)C(=O)c2cccc(NC(=O)CCCCCC(=O)Nc3ccccc3N)c2O[C@@H]1CN(C)C(=O)Nc1ccc2c(c1)OCO2	-8.0	9.7
C[C@H]1CN([C@@H](C)CO)C(=O)c2cccc(NC(=O)c3nc4ccccc4s3)c2O[C@@H]1CN(C)CC1CCCCC1	53.9	-30.6
C[C@H]1CN([C@@H](C)CO)C(=O)c2cc(NC(=O)Nc3ccc(C(F)(F)F)cc3)ccc2O[C@H]1CN(C)Cc1ccc(-c2ccccc2)cc1	58.0*	-53.8

The closing 2 compounds of the part before are carried over, then new ones follow:
SMILES	T cruzi intra	INS-1E ATP HTS
C[C@H]1CN([C@@H](C)CO)C(=O)c2cccc(NC(=O)c3nc4ccccc4s3)c2O[C@@H]1CN(C)CC1CCCCC1	53.9	-30.6
C[C@H]1CN([C@@H](C)CO)C(=O)c2cc(NC(=O)Nc3ccc(C(F)(F)F)cc3)ccc2O[C@H]1CN(C)Cc1ccc(-c2ccccc2)cc1	58.0*	-53.8
C[C@@H]1CCCCO[C@@H](CN(C)C(=O)c2ccncc2)[C@@H](C)CN([C@H](C)CO)C(=O)c2cc(NS(=O)(=O)c3ccc(F)cc3)ccc2O1	-16.8	12.0
Cc1ccc(S(=O)(=O)N(C)C[C@H]2Oc3ccc(NC(=O)Cc4ccccc4)cc3CC(=O)N([C@@H](C)CO)C[C@H]2C)cc1	22.5	-6.4
C[C@@H]1CN([C@H](C)CO)C(=O)c2cc(NC(=O)CCC(F)(F)F)ccc2O[C@H]1CN(C)C(=O)Nc1cccc2ccccc12	-3.9	/
Cc1noc(C)c1NC(=O)N(C)C[C@H]1Oc2ccc(NC(=O)C3CC3)cc2CC(=O)N([C@@H](C)CO)C[C@H]1C	-19.4	8.6
C[C@@H]1CN([C@H](C)CO)C(=O)c2cc(NC(=O)Cc3cn(C)c4ccccc34)ccc2O[C@@H]1CN(C)Cc1ccc(Cl)c(Cl)c1	79.1*	-15.2
Cc1noc(C)c1S(=O)(=O)Nc1ccc2c(c1)C(=O)N([C@@H](C)CO)C[C@H](C)[C@@H](CN(C)S(=O)(=O)c1cccs1)O2	-11.3	-7.2
COc1ccc(NC(=O)Nc2cccc3c2O[C@@H](CN(C)S(=O)(=O)c2ccc(Cl)cc2)[C@@H](C)CN([C@H](C)CO)C3=O)cc1	-10.0	3.5
C[C@@H]1CN([C@@H](C)CO)C(=O)c2cccc(NS(=O)(=O)c3ccccc3)c2O[C@H]1CN(C)S(=O)(=O)c1cn(C)cn1	-17.2	12.8
Cc1noc(C)c1NC(=O)N(C)C[C@@H]1Oc2ccc(NC(=O)NC3CCCCC3)cc2C(=O)N([C@@H](C)CO)C[C@H]1C	-14.6	8.2
C[C@@H]1CN([C@H](C)CO)C(=O)c2cccc(NC(=O)Nc3ccc(F)cc3)c2O[C@H]1CN(C)S(=O)(=O)c1ccccc1	16.5	-4.9
C[C@H](CO)N1C[C@H](C)[C@@H](CN(C)Cc2ccc3c(c2)OCO3)Oc2c(NC(=O)Nc3cccc4ccccc34)cccc2C1=O	7.3	-6.8
